From PubChem BioAssay
HT1080 IDH1KD tx – kills HT-1080 cells with IDH1 knockdown; Potency, µM (doses to about 46.1 µM), for inactives: at the highest dose activity, negative = toxicity, usual class: cytotoxic; HT-1080 IDH1 knockdown viability, ATP luminescence, 48 h; 2% of 360,000 active;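 also: potency is read from the fitted curve at half-maximal effect; 0% = DMSO wells and -100% = cell-free medium wells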
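% activity derives from luminescence (CellTiter-Glo), normalised to DMSO and no-cell wells. HT-1080-IDH1KD cells, 750/well, had 48 h compound exposure at 37 °C.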
SW480 rerep – DNA re-replication induction in SW480 cells. 1.8% of 340,000 active. SW480 DNA re-replication, Hoechst DNA content imaging, 48 h. Potency, µM (titrated, usually from 46.1 µM), without a hit: top-dose re-replication activation, hits mostly activators; also: potency is read from the fitted curve at half-maximal effect; % of control where 0% means no effect; nearly all actives have a fitted effect of over 55% in size
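Hoechst fluorescence of nuclei (405 nm excitation, 500-530 nm emission) measured by plate-scanning imager after 48 hr compound exposure at 37 C; re-replication scored as increased number of nuclei with elevated intensity.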
IL1B secr inh – blocks inflammasome-driven IL-1 beta release; 4.7% of 360,000 active; activity change, % at 57.5 µM; THP-1 LPS/ATP IL-1B secretion, AlphaLISA, 16 h; hits give low values; in the data active = activity change below about -50%; inconclusive = mostly about -30% to -49%; also: % is scaled to controls: 0 for no effect and ±100 for the full control effect
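Secreted IL-1B measured by AlphaLISA bead assay after 16 h compound exposure of THP-1 cells; compounds (final up to 57.5 uM) added 1 h before LPS (250 ng/mL) and ATP (1.25 mM) stimulation; lower signal means less secretion.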
KB-V1 cytotox – KB-V1 MDR subline cytotoxicity; KB-V1 MDR cells viability, CellTiter-Glo, 72 h; Potency, µM (highest dose often 46.1 µM), for the others: top-dose activity change, negative = cytotoxicity, hits mostly cytotoxic; 3.4% of 400,000 active; also: potency is read from the fitted curve at half-maximal effect; % is scaled to controls: 0 for no effect and ±100 for the full control effect; nearly all actives have a fitted effect of over 60% in size
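Potencies derive from concentration-effect curves fitted to normalized luminescence (CellTiter-Glo) of KB-V1 cells treated for 72 h at 37 degrees C in phenol-red-free DMEM containing 10% FBS.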
HT1080NT lethal – kills 2HG-producing HT-1080-NT fibrosarcoma cells. HT-1080-NT fibrosarcoma viability, CellTiter-Glo ATP luminescence, 48 h. Potency, µM (highest dose often 46.1 µM), without a hit: at the top dose activity, negative = less viability, hits mostly cytotoxic. 1.6% of 360,000 active. AID 686970;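 also: NT is the 2HG producing partner of a matched IDH1 knockdown line; potency is read from the fitted curve at half-maximal effect; 0% = DMSO-treated cells and -100% = media-only wells without cells; nearly all actives have a fitted effect of over 55% in size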
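Toxicity toward the 2HG-producing NT line was scored as %Activity, normalised to DMSO and no-cell wells, from CellTiter-Glo luminescence after 48 hours' treatment.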
HEK293 tox – cytotoxicity in counter-screen for GLP-1R inverse agonists | Potency, µM (top dose mostly 38.3 µM), without a hit: at the highest dose activity change, negative = inhibition, usual class: inhibitors | HEK293 cAMP-luciferase reporter cells, luminescence, 24 h | 0.13% of 410,000 active | AID 624418;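 also: loss of luciferase light is scored as toxicity; potency is read from the fitted curve at half-maximal effect; % is scaled to controls: 0 for no effect and ±100 for the full control effect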
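Compound-treated cells are incubated 24 hr at 37 deg C under 5% CO2 after a 12 hour attachment period, then luciferase detection reagent is added and luminescence is measured following 12 min at room temperature; lowered signal indicates toxicity.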
MCF10A rerep – induces DNA re-replication in MCF 10a normal breast cells. MCF 10A DNA re-replication, Hoechst nuclear intensity, 48 h. Potency, µM (top dose mostly 46.1 µM), inactives show at the top dose activity, positive = re-replication, hits mostly activators. 2.9% of 350,000 active. AID 624296; also: potency is read from the fitted curve at half-maximal effect; % of control where 0% means no effect; nearly all actives have a fitted effect of over 50% in size
D3 ag – D3 dopamine receptor (human) agonism. P35462. D3R DiscoveRx beta-arrestin cells, luminescence, 90 min. max activation, %. 0.58% of 410,000 active. AID 652048; in the data active = max activation above about 30%; also: 0% is about no effect; mostly tested at two doses, the higher about 12 µM
Target sequence (P35462 whole entry, looked up): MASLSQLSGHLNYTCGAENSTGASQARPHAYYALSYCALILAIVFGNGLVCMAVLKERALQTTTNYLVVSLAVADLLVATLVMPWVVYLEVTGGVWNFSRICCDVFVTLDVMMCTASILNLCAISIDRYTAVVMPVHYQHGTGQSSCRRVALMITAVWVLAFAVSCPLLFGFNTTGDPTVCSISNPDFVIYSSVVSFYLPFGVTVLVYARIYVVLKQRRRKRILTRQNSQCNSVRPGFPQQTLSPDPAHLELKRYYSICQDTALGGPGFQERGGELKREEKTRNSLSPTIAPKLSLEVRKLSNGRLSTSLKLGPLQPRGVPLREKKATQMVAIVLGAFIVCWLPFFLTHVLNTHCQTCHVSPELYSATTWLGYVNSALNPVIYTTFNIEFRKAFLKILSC
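Cells at 1500/well, incubated overnight, then treated with pinned compounds (dopamine as control) for 90 min at 37 degrees C. DiscoveRx reagent added for 30 - 60 minutes at room temperature; luminescence read.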
KB-3-1 tox – KB-3-1 parental cell cytotoxicity; 1.4% of 400,000 active; Potency, µM (series often up to 46.1 µM), for the others: at the highest dose activity change, negative = cytotoxic, hits mostly cytotoxic; KB-3-1 viability, CellTiter-Glo ATP luminescence, 72 h; also: potency is read from the fitted curve at half-maximal effect; % is scaled to controls: 0 for no effect and ±100 for the full control effect; nearly all actives have a fitted effect of over 60% in size
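Parental KB-3-1 viability, qHTS format: 72 h compound exposure, 37 °C; CellTiter-Glo; media-only wells and DMSO plates as controls; concentration-effect fits on corrected data.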
* marks the source's active call; other numbers are inactive results; ? = inconclusive; nt = not tested or not shown; & = joins results of further samples; [ ] = dose if it differs, or a comment. Unless noted, calls follow the shape of the dose curve; as a rule, active = well fitted curve in the direction sought with a large enough effect; inconclusive = small, poorly fitted or top-dose-only effect, or another doubt; inactive = no such curve, though single readings can be large; an effect the other way counts as inactive or inconclusive.

SMILES	HT1080 IDH1KD tx	SW480 rerep	IL1B secr inh	KB-V1 cytotox	HT1080NT lethal	HEK293 tox	MCF10A rerep	D3 ag	KB-3-1 tox
Cc1cc(C)cc(C(O)c2ncc(-c3ccccc3C(F)(F)F)[nH]2)c1 (stereo unspecified)	4%	nt	12	0%	4%	3%	nt	11	0%
C/C(=N\N=C(/C)c1cccc(N)c1)c1cccc(N)c1	10%	?	-7	7%	13%	8%	22%	6	9%
CCOC(=O)C1(Cc2ccccc2C(F)(F)F)CCN(C(C)COC)CC1 (stereo unspecified)	-10%	-2%	4	-5%	-2%	6%	10%	-13	1%
Cc1ccccc1NC(=O)c1ccc2c(c1)c(C)c(C)n2Cc1ccccc1	nt	nt	nt	?	nt	-19%	nt	-9	?
CS(=O)(=O)N(CC(=O)NCc1ccccc1Cl)c1cccc([N+](=O)[O-])c1	0%	-6%	1	10%	-1%	-18%	-1%	2	-2%
CN(Cc1ccccc1)C(=O)COc1cc(Cl)ccc1Cl	3%	-17%	?	1%	1%	-5%	1%	-2	-5%
CCC(C)[C@H](NC(=O)C1CC(=O)N(c2ccc3c(c2)OCO3)C1)C(=O)NC1CCCCC1 (stereo partly specified)	12%	-28%	16	16%	6%	-1%	-5%	-12	3%
COc1ccccc1-c1sc2ccccc2c1-c1ccc(Br)nc1	5%	-7%	27	-14%	-12%	7%	?	-21	-13%
O=c1[nH]c2ccccc2nc1-c1ccccc1	11%	-6%	20	0%	-4%	1%	3%	1	2%
COc1cccc(N2CCN(C(=O)CCCCCn3c(=O)[nH]c4ccccc4c3=O)CC2)c1	nt	nt	nt	1%	nt	-9%	nt	-3	-1%
O=C(Nc1cccc(-c2nc3ccccc3s2)c1)c1cccs1	?	-6%	0	?	?	?	?	-12	30%
CCOC(=O)C1CCCN1C(=O)c1ccc(OC)c(Br)c1 (stereo unspecified)	-2%	-5%	33	15%	13%	-11%	-2%	-2	7%
CSc1ncnc2c1ncn2CCCNCC1CCCO1 (stereo unspecified)	1%	nt	4	-2%	-5%	1%	nt	-10	7%
CSCC(=O)NC1CCCN(C2Cc3ccccc3C2)C1 (stereo unspecified)	15%	-23%	16	-8%	5%	-7%	-4%	-3	16%
O=C(Nc1ccnn1C1CCN(Cc2cccnc2)CC1)c1ccccc1Cl	0%	15%	5	nt	0%	15%	1%	14	nt
CCOC(=O)Cn1c(=O)oc2cc(S(=O)(=O)N3CCN(c4cc(C)ccc4C)CC3)ccc21	nt	nt	nt	?	nt	-5%	nt	-16	11%
COc1ccc(NC(C)=O)cc1C#N	15%	-3%	6	0%	15%	6%	2%	0	10%
CCCCCNC(=O)c1c[nH]c2ccc(S(=O)(=O)N3CCC4(CC3)OCCO4)cc2c1=O	-44%	10%&-2%	15	21%	-4%	14%	1%&-28%	-8	2%
CC(=O)N1CCCN(Cc2nc(C3(c4ccc(C)cc4)CCCC3)no2)CC1	12%	9%[1.84 µM]	37	-2%	13%	5%	-16%	8	2%
CC(C)c1onc(C(=O)N2CCN(C(c3ccccc3)c3ccccc3)CC2)c1[N+](=O)[O-]	-5%	?	nt	-8%	-3%	27%	?	4	-25%
CC(C(=O)Nc1ccccc1C(F)(F)F)n1nc(-c2ccccc2)c2c(c1=O)CCCC2 (stereo unspecified)	nt	nt	nt	0%	nt	-7%	nt	-1	?
O=[N+]([O-])c1ccc(S(=O)(=O)N2CCN(C3CCN(Cc4ccccc4)CC3)CC2)cc1	3%	-1%	-9	?	4%	1%	?	-7	-2%
CCn1c(CSc2nc3ccccc3s2)nnc1SCC(N)=O	?	?	3	3%	-1%	-19%	-4%	-1	0%
COc1ccc(NS(=O)(=O)c2cccc(NC(=O)c3cnccn3)c2)cc1Br	-18%	-19%	-20	5%	-25%	-10%	6%	4	-3%
CC(C)c1ccc(NC(=O)C2Cc3ccccc3N2C(=O)c2ccccc2)cc1 (stereo unspecified)	nt	nt	nt	?	nt	-3%	nt	-12	-8%
(listing goes on)
SMILES	HT1080 IDH1KD tx	SW480 rerep	IL1B secr inh	KB-V1 cytotox	HT1080NT lethal	HEK293 tox	MCF10A rerep	D3 ag	KB-3-1 tox
COc1ccc(C(=O)C2CCCN(C(=O)Cn3nc(C)cc3C)C2)cc1F (stereo unspecified)	-1%	3%	-4	-21%	8%	13%	1%	2	2%
C=CCNC(=O)c1ccc(-c2nc(-c3ccc(Cl)cc3Cl)cs2)cc1	5%	0%	36	-5%	-2%	-16%	11%	1	-1%
CCOC(=O)C1(C)CCN1C(=O)c1ccc(-c2ccccc2)cc1 (stereo unspecified)	-2%	nt	0	?	4%	8%	nt	5	-5%
CCN1C(=O)/C(=C\c2nc3ccccc3c(=O)n2-c2ccccc2)c2ccccc21	?	?	?	?	-9%	-7%	?	-3	?
O=C(O)CCC(=O)Nc1sc2c(c1C(=O)NC1CCCC1)CCCC2	14%	-3%	1	4%	12%	5%	-1%	5	-4%
CCCCN(C(=O)c1ccncc1)c1c(N)n(CCC)c(=O)[nH]c1=O	0%	-3%	10	0%	0%	14%	1%	2	1%
CCCCCCSc1ccc([C@@H]2[C@H]3C(=O)N(C)C(=O)[C@H]3[C@]3(C(=O)OC)CCCCN23)cc1	0%	-16%	-18	6%	7%	17%	?	-8	0%
N#Cc1cnc2c(-c3ccccc3)c(-c3ccccc3)nn2c1N	-23%	-5%	3	23%	-1%	-3%	-1%	9	10%
COc1ccc(/C=C/c2nc3ccccc3n2Cc2ccc(OC)c(OC)c2)cc1	-17%	?	-54*	?	-27%	3%	?	-1	3%
CC(=O)Nc1ccc(-c2nc3ccc(NC(C)=O)cc3o2)cc1	18%	-6%	4	?	19%	1%	-2%	1	0%
CCOc1cc(CNc2ccc3c(c2)CCC3)ccc1O	-3%	-5%	20	2%	-9%	-23%	1%	-3	14%
CCC(Sc1nc2cc(OC)c(OC)cc2c(=O)n1CCc1ccc(S(N)(=O)=O)cc1)C(=O)NCCOC (stereo unspecified)	3%	2%	-2	17%	1%	-6%	?	-6	27%
O=S(=O)(c1ccc(OCC(O)CN2CCC(Cc3ccccc3)CC2)cc1)N1CCOCC1 (stereo unspecified)	20%	17%	-15	?	-1%	3%	-4%	-32	7%
CC(C)(C)NC(=O)COc1ccccc1C#N	10%	1%	-2	0%	2%	0%	0%	8	11%
O=C1C(Cl)=C(Oc2ccccc2)C(=O)c2ccccc21	2.6µM*	2.1µM*	-18	-25%	4.1µM*	148%[activator]	?	-33	?
Cc1cc(C)cc(OC(C)C(=O)Nc2ccc(S(=O)(=O)Nc3cc(C)nc(C)n3)cc2)c1 (stereo unspecified)	2%	-5%	9	nt	-13%	10%	0%	2	nt
c1ccc(CNC2=NCCC2)nc1	16%	-11%	-11	-2%	19%	7%	0%	-7	-9%
COc1ccccc1N1CCN(S(=O)(=O)c2ccc(Cl)cc2)CC1	2%	-6%	5	?	-11%	-2%	15%	-8	0%
CC1CCN(CC(O)COCCOc2ccc(Br)cc2)CC1 (stereo unspecified)	-4%	-1%	-8	-14%	-4%	-1%	?	-3	-4%
COc1cc(C(=O)Nc2ccc(C)cn2)ccc1OCC(=O)N1CCOCC1	6%	0%	4	-14%	-3%[9.24 µM]	-5%	11%	3	-2%
Cn1c(=O)c2c(SCC(=O)N3CCN(c4ccccc4)CC3)nc(C3CC3)nc2n(C)c1=O	0%	2%	0	0%	-1%	8%	0%	2	9%
Cc1cccc(C)c1-n1ncc(C(=O)Nc2ccc3c(c2)OCO3)c1C1CCN(C(=O)OC(C)(C)C)CC1	nt	nt	nt	20%	nt	4%	nt	9	-14%
O=C(NNC(=O)c1ccc2nc[nH]c2c1)c1ccccc1	0%	-11%	-19	-9%	7%	-28%	14%	5	2%
COc1ccccc1-c1noc(-c2ccc(N3CCC(C)CC3)c([N+](=O)[O-])c2)n1	nt	nt	nt	22%	nt	-2%	nt	-3	1%
CCCN1CCN(C(=O)CCn2c(=O)c3cccn3c3cccnc32)CC1	-5%	0%	27	-17%	-2%	?	12%	-4	11%

Results in KB-V1 cytotox and MCF10A rerep (3 entries from above):
compound	KB-V1 cytotox	MCF10A rerep
CCOC(=O)C1(C)CCN1C(=O)c1ccc(-c2ccccc2)cc1 (stereo unspecified)	?	nt
CCN1C(=O)/C(=C\c2nc3ccccc3c(=O)n2-c2ccccc2)c2ccccc21	?	?
O=C(O)CCC(=O)Nc1sc2c(c1C(=O)NC1CCCC1)CCCC2	4%	-1%

Remaining list, next part:
SMILES	HT1080 IDH1KD tx	SW480 rerep	IL1B secr inh	KB-V1 cytotox	HT1080NT lethal	HEK293 tox	MCF10A rerep	D3 ag	KB-3-1 tox
CC(C)C(=O)Nc1cccc(NC(=O)c2ccc([N+](=O)[O-])cc2Cl)c1	4%	2%	0	-6%	7%	-9%	4%	1	1%
O=C(COc1ccc(Br)cc1Br)NC(=S)Nc1cccc(CO)c1	?	-231%[inhibitor]	-6	3%	-5%	26%	-3%	-13	-10%
CCN(CC(=O)Nc1ccccc1OC)C(=O)CSCc1ccc(C)cc1	1%	0%	-15	-7%	7%	-15%	0%	-10	-7%
Cc1ccc(NC(=O)c2ccc(S(=O)(=O)N3CCC(C)CC3)cc2)nc1	-25%	-1%	-5	?	?	?	6%	-11	26µM*
CC(=O)N1CCCc2cc(S(=O)(=O)N3CCCC(C(=O)NCc4ccccc4Cl)C3)ccc21 (stereo unspecified)	0%	-3%	-15	-4%&-26%	10%	-6%&-10%	-10%	3&-4	-8%&1%
CCCc1cc(=O)[nH]c(Nc2cc(C)cc(C)c2)n1	nt	nt	nt	?	nt	-4%	nt	-12	2%
CC(C)[C@H]1CN=C2N(C[C@H](C)NC(=O)CCC3CCCCC3)[C@H](Cc3ccc(O)cc3)CN21	?	-2%	0	0%	-22%	4%	-5%	-72	-6%
Cc1ccc(C2=[N+]([O-])C3(CCCCC/C3=N\O)N(O)C2(C)C)o1 (stereo unspecified)	-2%	?	0	-6%	0%	4%	-13%	6	2%
